# S3 lipid droplet = qHTS Assay for Lipid Storage Modulators in Drosophila S3 Cells | Drosophila S3 cells, BODIPY lipid droplet fluorescence, 18-24 h; cells fed with added oleic acid | lipid storage change, negative = inhibition, % at the top dose, mostly 46.1 µM; hits show Potency in µM | 320,000 tested, 0.64% active | AID 2685, 2010; active = well fitted inhibition curve with a large enough effect in the signal ratio, with a control signal flat, not every such curve was filed as active; inconclusive = small, poorly fitted or top-dose-only effect, or effect the other way, or a change in a side signal; the % refers to the signal ratio
#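 Laser-scanning cytometry quantifies lipid droplet accumulation (500–530 nm total intensity; droplet/cell object ratio) in oleic acid-fed (400 uM added) Drosophila S3 cells treated with a concentration series. 20 uM Triacsin C defined 100% inhibition.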
# S3 lipid droplet cell count max = also measured in S3 lipid droplet; calls as there; cell number change, %; measured here: cell count max response;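 cells counted by Cell Tracker Red CMTPX staining in the red channel; peak over a dose series mostly up to 46.1 µM; percent activity relative to internal control wells on each plate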
# * = called active by the depositor; i = inactive; ? = inconclusive; / = no result given; [ ] = dose if it differs, or a comment. % is scaled to controls: 0 for no effect and ±100 for the full control effect; potency is read from the fitted curve at half-maximal effect. An excerpt; the hit share may differ from the screen's.
SMILES,S3 lipid droplet,S3 lipid droplet cell count max
NCCCCCC(=O)OC1N=C(c2ccccc2Cl)c2cc(Br)ccc2NC1=O (stereo unspecified),2%,/
COc1ccc(C(O)P(=O)(Oc2ccccc2)Oc2ccccc2)cc1 (stereo unspecified),?,/
COc1ccc(CCNCc2ccc(Br)cc2)cc1OC,10%,13
N#CCCn1cc(C(=O)Nc2ccc([N+](=O)[O-])cc2)c(-c2ccc3c(c2)OCCO3)n1,-9%,-1
CCCc1nnc(NC(=O)CCC(=O)N2CCC3(CC2)OCCO3)s1,3%,12
COC(=O)C1=C(c2ccc(F)cc2F)C[C@@H]2CC[C@H]1N2C(=O)NC1Cc2ccccc2C1,?,/
CNC(=O)Oc1ccc2c(c1)C(=O)c1ccccc1CO2,?,/
O=C(NCc1cccnc1)NC1CCCCC1,?,/

# The list goes on.
SMILES,S3 lipid droplet,S3 lipid droplet cell count max
CCC1=Nc2cc(C(=O)N3CCC4(CC3)OCCO4)ccc2Sc2ccc(C)cc21,i,/
Cc1ccc(CN2CCN(Cc3ccccc3F)CC2)cc1,-5%[9.22 µM],/
O=C1NC(=O)N(Cc2ccccc2)C(=O)/C1=C/c1cnn(-c2ccccc2)c1,?,/
CCOC(=O)C1=C(C)OC(N)=C(C(=O)OCC)C12C(=O)Nc1ccc(Br)cc12 (stereo unspecified),?,/
Clc1ccc(C(c2ccc(Cl)cc2)n2cc[n+](CC(OCc3ccc(Cl)cc3Cl)c3ccc(Cl)cc3Cl)c2)cc1 (stereo unspecified),?,/
Brc1cccc(CNCCc2ccc3c(c2)OCO3)c1,18%,5
Cc1ncc(CN2CCCC(C(=O)c3ccc(C(C)(C)C)cc3)C2)s1 (stereo unspecified),?,/
CC(C)N(Cc1ccco1)/N=C/c1c(O)n(Cc2ccccc2)c(=O)[nH]c1=O,12%,-6

# (more compounds)
SMILES,S3 lipid droplet,S3 lipid droplet cell count max
C[N+]1(C)C2CCC1CC(OC(=O)c1ccccc1)C2 (stereo unspecified),21%,/
CN(N)N=Nc1nc2c([nH]1)c(=O)n(C)c(=O)n2C,4%,11
O=C1NC(=O)C(CCc2ccncc2)(C2CCCCC2)C(=O)N1,14%,-21
CCCC(=O)NC(Oc1ccc(OC)cc1)C(Cl)(Cl)Cl (stereo unspecified),?,/
Cn1c[n+](C)cc1C(O)c1ccccc1 (stereo unspecified),?,3
O=C(NC(Cc1ccccc1)C(=O)N1CCC2(CC1)OCCO2)C1CCCCC1 (stereo unspecified),-7%,-7
CCN1CCN(C(=O)Cc2c(C)n(C(=O)c3ccc(Cl)cc3)c3ccc(OC)cc23)CC1,?,/
COC(=O)CC1=C(C(=O)OC)C2(C(=O)N(C)c3ccccc32)C(C#N)=C(N)O1 (stereo unspecified),-2%,4

# Three consecutive entries out of the list so far:
SMILES,S3 lipid droplet,S3 lipid droplet cell count max
C[N+]1(C)C2CCC1CC(OC(=O)c1ccccc1)C2 (stereo unspecified),21%,/
CN(N)N=Nc1nc2c([nH]1)c(=O)n(C)c(=O)n2C,4%,11
O=C1NC(=O)C(CCc2ccncc2)(C2CCCCC2)C(=O)N1,14%,-21

# Going on with the list:
SMILES,S3 lipid droplet,S3 lipid droplet cell count max
CC12CN3CC(C)(CN(C1)C3c1cccs1)C2=O (stereo unspecified),19%,-13
Cc1ccc2c(c1)N(C(C)C(=O)N1CCC3(CC1)OCCO3)C(=O)CO2 (stereo unspecified),i,-15
CCCCn1c(O)c(C(CC)=NCc2ccco2)c(=O)[nH]c1=O,12%,-11
O=P(Nc1cccc(F)c1)(Oc1ccccc1F)Oc1ccccc1F,-5%,11
COC(=O)C(C)Oc1cc(C)cc2oc(=O)c3c(c12)CCCC3 (stereo unspecified),?,/
O=c1[nH]c(=O)n(Cc2ccccc2Cl)c(O)c1C=Nc1ccc(F)cc1,-1%,3
CC1CCC(C)(NS(=O)(=O)OCC(Cl)(Cl)Cl)CC1 (stereo unspecified),i,-10
CC(C)(C)c1ccc(O)c(N=Cc2c(O)ccc3ccccc23)c1,?,/

# (next part)
SMILES,S3 lipid droplet,S3 lipid droplet cell count max
COC(=O)C1=C(c2ccc(Cl)c(C(F)(F)F)c2)C[C@@H]2CC[C@H]1N2C(=O)NC(C)C,-5%,-19
CC(=O)N1CC(=O)Nc2ccc(Cl)cc2C1c1ccccc1 (stereo unspecified),11%,1
O=C1CC(N2CC=C(c3ccccc3)CC2)C(=O)N1c1ccc(F)cc1 (stereo unspecified),?,/
CN1C(=O)C(=Cc2ccccc2OCc2ccc(C(=O)O)cc2)C(=O)N(C)C1=O,?,/
CN1C(=O)c2ccccc2NC(=O)[C@]12O[C@@H]2c1ccccc1,-12%,-1
COP(=O)(C#Cc1ccccc1)C(O)c1ccc(Br)cc1 (stereo unspecified),?,/
CC(C)c1ccc(OCC(=O)N2CCN(C)CC2)c(Br)c1,-2%,8
CC(=O)OC1C2CCCC1C(N1CCCC1)CC2 (stereo unspecified),?,-4

# Next records:
SMILES,S3 lipid droplet,S3 lipid droplet cell count max
CC1CN(O)C2CCc3nonc3C12O (stereo unspecified),?,/
COc1cccc(C(=O)C2CCCN(Cc3ccc4nsnc4c3)C2)c1 (stereo unspecified),2%,13
CCOc1ccc(-n2c(O)c(C=NCCN(CC)CC)c(=O)[nH]c2=O)cc1,?,/
Cc1nc2ccccn2c1P(=S)(N1CCCCC1)N1CCCCC1,-4%,-13
O=C(O)c1ccccc1NC(=O)C1C2CCC(O2)C1C(=O)O (stereo unspecified),?,/
O=c1cccc2n1CC1CC2CN(c2nc(N3CCCCC3)nc(N3CCCCC3)n2)C1 (stereo unspecified),3%,11
Cn1c(=O)cc(OCCCC(=O)N2CCC3(CC2)OCCO3)c2ccccc21,i,-12
O=C(COc1ccccc1)N1CCN(Cc2c[nH]c3ccccc23)CC1,?,/

# Carrying on:
SMILES,S3 lipid droplet,S3 lipid droplet cell count max
Cc1cccc(OCC(=O)N2CCN(Cc3ccc4c(c3)OCO4)CC2)c1,?,/
COC(=O)C1=C(c2ccc(F)cc2OCc2ccccc2)C[C@@H]2CC[C@H]1N2C(=O)NCc1ccc(Br)cc1,?,/
Cc1ccc(N2C(=O)NC(=O)/C(=C/c3ccoc3)C2=O)cc1,?,/
Cc1cc(C)cc(NC(=S)NC2CC3CCCC(C2)N3Cc2cccs2)c1 (stereo unspecified),-5%,0
COc1ccc(NC(=O)N2CCC3(CC2)OCCO3)cc1OC,?,/
CCOC(=O)[C@@]1(C#N)C(c2ccc(Cl)c(Cl)c2)[C@H](C(N)=O)N2C=C(C(C)=O)C=C[C@H]21 (stereo partly specified),?,/
C=CCn1c(O)c(C(C)=NCC2CCCO2)c(=O)[nH]c1=O (stereo unspecified),-10%,-8
COc1ccc(Cn2c(O)c(C=NCCCn3ccnc3)c(=O)[nH]c2=O)cc1,9%,-12

# The list goes on.
SMILES,S3 lipid droplet,S3 lipid droplet cell count max
COc1cc(/C=C2\C(=O)NC(=O)N(c3ccccc3)C2=O)cc(OC)c1O,?,/
Cc1ccc(/C=C2/C(=O)NC(=O)N(Cc3ccc(F)cc3)C2=O)o1,?,/
COc1ccc(CCNCc2ccccn2)cc1OC,-9%,-5
Cc1c(N=Nc2c(O)n(-c3ccc(Br)cc3)c(=O)[nH]c2=O)c(=O)n(-c2ccccc2)n1C,?,/
Cc1cccn2c(=O)c3c(nc12)N1CCc2ccccc2C1C1(C3)C(=O)NC(=O)N(C)C1=O (stereo unspecified),?,/
Cc1ccccc1OP(N)(=O)Oc1ccccc1C,?,/
OCCN1C2CCC1CC(O)(c1ccc(F)cc1)C2 (stereo unspecified),2%,-8
CCCCN1C(=O)NC(=O)C2(Cc3cc(C)ccc3N(C)C2)C1=O (stereo unspecified),i,23

# Additional records:
SMILES,S3 lipid droplet,S3 lipid droplet cell count max
COC(=O)C1=C(c2ccc(-c3ccccc3)c(F)c2)C[C@@H]2CC[C@H]1N2C(=O)N1CCCC1,?,/
C=CCn1c(=O)c(C=Nc2cccnc2Cl)c(O)n(CCCC)c1=O,0%,6
COC(=O)C1=C(c2ccc(F)cc2OCc2ccccc2)C[C@@H]2CC[C@H]1N2C(=O)NC1Cc2ccccc2C1,?,/
C=CC[N+]1(C)CC[C@]23c4c5ccc(O)c4O[C@H]2C(=O)CC[C@@]3(O)[C@H]1C5 (stereo partly specified),-24%,/
O=C1NC(=O)C(=Cc2ccc(N3CCOCC3)cc2)C(=O)N1,?,/
O=C(c1ccc2c(c1)OCO2)C1CCCN(Cc2ccccn2)C1 (stereo unspecified),22%,2
Cc1cc(OC(=O)c2ccco2)c2c3c(c(=O)oc2c1)CCCC3,?,/
O=C(Cn1nc(-c2ccccc2)ccc1=O)N1CCC2(CC1)OCCO2,-4%,-1

# Given with values under each structure: part of the list above.
# Every second line gives: S3 lipid droplet	S3 lipid droplet cell count max
CN1C(=O)c2ccccc2NC(=O)[C@]12O[C@@H]2c1ccccc1
  -12%	-1
COP(=O)(C#Cc1ccccc1)C(O)c1ccc(Br)cc1 (stereo unspecified)
  ?	/
CC(C)c1ccc(OCC(=O)N2CCN(C)CC2)c(Br)c1
  -2%	8
CC(=O)OC1C2CCCC1C(N1CCCC1)CC2 (stereo unspecified)
  ?	-4
CC1CN(O)C2CCc3nonc3C12O (stereo unspecified)
  ?	/
COc1cccc(C(=O)C2CCCN(Cc3ccc4nsnc4c3)C2)c1 (stereo unspecified)
  2%	13
CCOc1ccc(-n2c(O)c(C=NCCN(CC)CC)c(=O)[nH]c2=O)cc1
  ?	/

# More structures:
SMILES,S3 lipid droplet,S3 lipid droplet cell count max
CCOC(=O)[C@@H]1[C@H]2COc3ccc(Br)cc3[C@@H]2N2C(=O)N(c3cccc(C)c3)C(=O)[C@]12C,11%,16
Cc1cccc(N2C(=O)/C(=C/N3CCN(C(=O)c4ccco4)CC3)C(=O)NC2=S)c1,?,/
CC(=NCCCN1CCOCC1)c1c(O)n(-c2ccccc2C)c(=O)[nH]c1=O,?,/
CC(=NCCC(c1ccccc1)c1ccccc1)c1c(O)n(C)c(=O)n(C)c1=O,24%,2
COC(=O)C1=C(c2cccc(OCc3ccccc3)c2)C[C@@H]2CC[C@H]1N2C(=O)NCc1ccccc1,?,/
O=c1[nH]c(=S)n(C2CC2)c(O)c1/C=N/Nc1cccc2ccccc12,-3%,7
CN(C)C1(CNC(=O)Nc2ccc(Cl)c(Cl)c2)CCCCC1,?,/
CC(C)C[C@H]1C(=O)N2CCCC2[C@]2(O)O[C@](NC(=O)[C@@H]3C=C4c5cccc6[nH]cc(c56)CC4N(C)C3)(C(C)C)C(=O)N12 (stereo partly specified),-4%,-14

# Other entries:
SMILES,S3 lipid droplet,S3 lipid droplet cell count max
CCN1CCC2(CCNC2)C1 (stereo unspecified),?,/
COc1ccc(OC)c(N2C(=O)/C(=C/c3ccco3)C(=O)NC2=S)c1,?,/
Cc1ccc(OP(=O)(Nc2cccc(C)c2)Oc2ccc(C)cc2)cc1,i,-14
COC(=NC1CCCC1)C(O)c1c[nH]c2ccccc12 (stereo unspecified),1%,0
CCOC(=O)C(NC(=O)C(Cc1ccc(N(CCCl)CCCl)cc1)NC(C)=O)C(C)C (stereo unspecified),9%,-8
Cc1cccc(-n2c(O)c(/C=N/Nc3nc4c(c(=O)n(C)c(=O)n4C)n3C)c(=O)[nH]c2=S)c1,8%,1
C=CCN1C(=O)/C(=C/c2ccc3c(c2)CCCN3CCC)C(=O)NC1=S,-9%,-10
O=C1CN=C(c2ccc(Cl)cc2)c2oc3ccccc3c2N1,-7%,14

# (continued)
SMILES,S3 lipid droplet,S3 lipid droplet cell count max
Nc1ccccc1C(=O)OCCOc1ccccc1,?,/
Cc1cccc(OP(=O)(Nc2cccnc2)Oc2cccc(C)c2)c1,-6%,-13
C[n+]1c(-c2ccccc2)sc2ccccc21,-14%,-1
O=C1NC(=O)C(CCc2ccccn2)(Cc2cccc(Cl)c2Cl)C(=O)N1c1ccc(Br)cc1 (stereo unspecified),?,/
C=Cn1ccnc1P(=S)(c1nccn1C=C)c1nccn1C=C,?,/
O=[N+]([O-])c1ccc(N2CCNCC2)cc1NCc1ccco1,?,/
O=P(C(c1c[nH]c2ccccc12)N1CCOCC1)(N1CCOCC1)N1CCOCC1 (stereo unspecified),?,/
Cc1ccc(C2=NCC(=O)Nc3ccc(Br)cc32)cc1,-2%,5

# Next part
SMILES,S3 lipid droplet,S3 lipid droplet cell count max
CCN1CCN(c2cc(N3CCCC3)c([N+](=O)[O-])cc2F)CC1,?,/
O=c1[nH]c(=O)n(Cc2ccc(F)cc2)c(O)c1C=NCCCO,6%,-4
CCOc1ccc2oc(C(=O)NN3C(C)CCCC3C)c(C)c2c1 (stereo unspecified),-16%,-2
C[N+]1(C)[C@@H]2CC(OC(=O)[C@H](CO)c3ccccc3)C[C@H]1[C@@H]1O[C@@H]12 (stereo partly specified),?,16
CCC(CC)N1CCN(C(=O)Cc2ccccc2)CC1,3%,16
C=CCN1C(=O)C2(C(C(=O)OCC)=C(N)Oc3ccccc32)c2c1c1ccccc1oc2=O (stereo unspecified),i,10
CCC12CN3CCN(CC(C3)/C1=N\O)C2,-24%,-11
CCOC(=O)C1(CCOc2ccccc2)CCN(Cc2ccccc2OC)CC1,6%,-18
CCCCn1c(O)c(C(=O)/C=C/c2c[nH]c3ccccc23)c(=O)[nH]c1=O,?,/
C=C(COC(C)=O)CC1CC(O)[C@]2(C)OC3CC4OC5C[C@]6(C)O[C@]7(C)CCC8OC9C[C@]%10(C)OC%11C(C)=CC(=O)OC%11CC%10OC9C[C@@H](C)C8OC7CC6O[C@]5(C)C/C=C\C4OC3CC2O1 (stereo partly specified),-28%,/
